Bioassay records from PubChem.
BRCA1 expr act: qHTS Assay to Identify Small Molecule Activators of BRCA1 Expression; MCF7-BRCA1-FFLuc reporter, luminescence, 48 h; response scale: scaled: vehicle 0%, 10 µM genistein 100%; Potency, µM (series often up to 46.1 µM), inactives show top-dose activation, hits mostly activators; actives 1.1% (n = 380,000); AID 624202, 2012; also: potency is read from the fitted curve at half-maximal effect; nearly all actives have a fitted effect of over 80% in size; some results filed as inactive show a strong effect at the top dose
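Using MCF7 cells harboring a BRCA1 firefly luciferase reporter, plated 2 h before compound pinning, the screen measured luminescence after 48 h incubation. Responses were normalized to DMSO and 10 microM genistein, then fitted for concentration-effect.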
A-T KAP1 phos: qHTS Assay for Identifying a Potential Treatment of Ataxia-Telangiectasia; […] A-T fibroblasts, KAP-1 phosphorylation AlphaLISA; neocarzinostatin DNA damage 30 min before lysis; Potency, µM (series often up to 57.5 µM), for the others: top-dose activation, actives largely listed as activators; actives 0.19% (n = 320,000); AID 485349, 2010; also: potency is read from the fitted curve at half-maximal effect; % of control where 0% means no effect; nearly all actives have a fitted effect of over 45% in size
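ATM-like activity read as KAP-1 phosphorylation via AlphaLISA donor/acceptor antibody pairs after lysis and 6 hr at 25C. Cells were ATM-null patient fibroblasts ([…], hTERT), dosed 60 min, then exposed to the DSB inducer NCS for 30 min.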
TSG101-PTAP inh: qHTS Assay for Iinhibitors of HIV-1 Budding by Blocking the Interaction of PTAP/TSG101. Tumor susceptibility gene 101 protein (Homo sapiens), Q99816. Fluorescence polarization, FITC-PTAP peptide / Tsg101 binding. Potency, µM (doses to about 115 µM), without a hit: at the top dose activity change, negative = inhibition, hits mostly inhibitors. 340,000 tested, under 10 active. AID 493005, 2010; active = well fitted inhibition curve with a large enough effect in the main read-out, with a control signal flat, not every such curve was filed as active; inconclusive = small, poorly fitted or top-dose-only effect, or effect the other way, or a change in a side signal; inactive = no such curve, though single readings can be large or run the other way; also: potency is read from the fitted curve at half-maximal effect; % of control where 0% means no effect
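Fluorescence anisotropy tracks displacement of a FITC-tagged PTAP peptide (50 nM) from the Tsg101 binding domain (10 uM), following a 20 min room-temperature incubation at pH 7.5.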
Integrin act MD: qHTS for Activators of Integrin-Mediated Alleviation for Muscular Dystrophy; alpha7betagal myoblasts, beta-gal FDG fluorescence, 48 h; Potency, µM (highest dose often 38.3 µM), without a hit: top-dose activation, most hits filed as activators; actives 0.064% (n = 350,000); AID 624291, 2012;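 also: potency is read from the fitted curve at half-maximal effect; 100% = response of the positive control SU9516; nearly all actives have a fitted effect of over 60% in size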
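alpha7betagal+/- myoblasts (passage 13, 250/well) treated 48 h at 37C with compounds at 1:260 dilution of DMSO stock. Lysed, then beta-galactosidase activity read as FDG fluorescence (ex 480/em 540) after 30 min, with pre-read for autofluorescence.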
B2AR arrestin: qHTS assay of beta-arrestin-biased ligands of beta2-adrenergic receptor; Beta-2 adrenergic receptor (Homo sapiens), P07550; beta-arrestin recruitment to beta2AR, cell-based reporter; Potency, µM (top dose mostly 46.1 µM), without a hit: at the highest dose activation, hits mostly activators; actives 0.02% (n = 330,000); AID 492947, 2010;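 also: potency is read from the fitted curve at half-maximal effect; 0% = DMSO controls and full agonism = EC100 isoproterenol or metaproterenol; nearly all actives have a fitted effect of over 65% in size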
MLL CXXC-DNA inh: qHTS Fluorescence Polarization Assay for Inhibitors of MLL CXXC domain - DNA interaction; actives 0.037% (n = 290,000); Potency, µM (top dose mostly 115 µM), for inactives: at the top dose activity change, negative = inhibition, actives largely listed as inhibitors; MLL-CXXC / FITC-HOXA9 DNA fluorescence polarization; AID 2662, 2010; active = well fitted inhibition curve with a large enough effect in the polarisation, with a control signal flat, not every such curve was filed as active; inconclusive = small, poorly fitted or top-dose-only effect, or effect the other way, or a change in a side signal; inactive = no such curve, though single readings can be large or run the other way; the % refers to the polarisation; also: potency is read from the fitted curve at half-maximal effect
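Fluorescence polarization: 7 uM MLL-CXXC (stock) preincubated 5 min with compounds, then 50 nM fluorescein-HOX-A9 DNA (stock) added; 30 min ambient. Buffer 50 mM Tris-HCl pH 7.5, 50 mM NaCl, 1 mM DTT, 0.05% BSA.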
TRPV1 agonist: HTS Assay for Compounds that Act as Agonists of the Vanilloid Receptor 1. Transient receptor potential cation channel subfamily V member 1 (Homo sapiens), Q8NER1. TRPV1-expressing cells, Fluo-8 calcium influx, agonist mode. activation, % at 8.33 µM. actives 0.19% (n = 320,000). AID 540275, 2011; in the data active = activation above about 80%; inconclusive = between about 30% and that limit; also: 0% is about no effect
Target sequence (Q8NER1 whole entry, looked up): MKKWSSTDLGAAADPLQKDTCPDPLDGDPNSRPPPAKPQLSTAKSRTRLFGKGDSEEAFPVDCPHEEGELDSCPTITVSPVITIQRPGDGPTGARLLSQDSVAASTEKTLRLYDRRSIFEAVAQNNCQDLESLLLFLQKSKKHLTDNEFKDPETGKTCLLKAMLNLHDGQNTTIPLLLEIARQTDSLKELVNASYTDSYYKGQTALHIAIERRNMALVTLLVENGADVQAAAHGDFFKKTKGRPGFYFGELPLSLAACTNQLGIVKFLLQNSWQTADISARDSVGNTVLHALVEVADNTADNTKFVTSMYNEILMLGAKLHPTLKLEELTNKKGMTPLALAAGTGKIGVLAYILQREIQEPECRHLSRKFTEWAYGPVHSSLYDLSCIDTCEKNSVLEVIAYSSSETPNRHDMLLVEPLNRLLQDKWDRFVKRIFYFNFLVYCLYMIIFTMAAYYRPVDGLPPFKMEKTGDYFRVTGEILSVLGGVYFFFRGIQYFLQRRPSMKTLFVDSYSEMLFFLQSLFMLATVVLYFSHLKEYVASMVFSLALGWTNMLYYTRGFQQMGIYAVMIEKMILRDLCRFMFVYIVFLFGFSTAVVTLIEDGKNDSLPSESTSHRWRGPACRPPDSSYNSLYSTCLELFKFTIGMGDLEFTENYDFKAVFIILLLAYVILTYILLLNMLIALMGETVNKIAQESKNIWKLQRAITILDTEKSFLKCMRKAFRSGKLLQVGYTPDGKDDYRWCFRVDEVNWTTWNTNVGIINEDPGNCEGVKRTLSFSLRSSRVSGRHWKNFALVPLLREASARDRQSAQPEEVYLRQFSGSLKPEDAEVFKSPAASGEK
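Fluo-8 calcium influx in TRPV1-expressing cells, kinetic read (ex 480/em 520 nm). Compound added and read 3 min for agonist activity, followed by capsaicin at EC20 final and 2 min further read for enhancement.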
ELG1 DNA repair: qHTS screen for small molecules that inhibit ELG1-dependent DNA repair in human embryonic kidney (HEK293T) cells expressing luciferase-tagged ELG1 | HEK293T ELG1-luciferase reporter, luminescence, 16 h; DNA damage induced by 5-fluorouridine | Potency, µM (highest dose often 46.1 µM), for the others: at the top dose activity change, negative = inhibition, most hits filed as inhibitors | actives 2.3% (n = 330,000); also: potency is read from the fitted curve at half-maximal effect; % is scaled to controls: 0 for no effect and ±100 for the full control effect; nearly all actives have a fitted effect of over 55% in size
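In this reporter screen, reduction of luminescence relative to DMSO vehicle indicated activity. Compounds and 5-fluorouridine were added together to 2,000 cells per well, incubated for 16 hr at 37 °C, then developed with ONE-Glo.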
p53 reactivator: qHTS assay for re-activators of p53 using a Luc reporter; H1299 p53-A138V BP100-luciferase reporter, luminescence, 24 h; Potency, µM (highest dose often 92.2 µM), inactives show top-dose activity change, positive = activation, most hits filed as activators; actives 0.063% (n = 320,000); also: potency is read from the fitted curve at half-maximal effect; % of control where 0% means no effect; nearly all actives have a fitted effect of over 45% in size
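p53-null H1299 cells stably carrying temperature-sensitive p53-A138V and a BP100-luciferase reporter were pinned with compounds (4-point, 1:5 series) and held 24 hrs at 37 deg C. Luminescence was read 10 min after detection reagent.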
TCR act: Activators of T cell receptors: qHTS campaign; primary human leukocytes, anti-CD3, IL-2 HTRF, 48 h; Potency, µM (doses to about 9.22 µM), for inactives: at the top dose activation of IL-2 secretion, actives largely listed as activators; 330,000 tested, under 10 active; AID 504894, 2011; also: % of control where 0% means no effect
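IL-2 release read by HTRF sandwich (Eu cryptate donor, d2 acceptor, 665 nm emission) after 48 hr exposure of primary human leukocytes to compound together with anti-CD3 beads in the absence of co-stimulatory signals.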
Numbers without * were called inactive; ? = inconclusive; · = no result given; [ ] = dose if it differs, or a comment. Unless noted, calls follow the shape of the dose curve; as a rule, active = well fitted curve in the direction sought with a large enough effect; inconclusive = small, poorly fitted or top-dose-only effect, or another doubt; inactive = no such curve, though single readings can be large; an effect the other way counts as inactive or inconclusive.

SMILES	BRCA1 expr act	A-T KAP1 phos	TSG101-PTAP inh	Integrin act MD	B2AR arrestin	MLL CXXC-DNA inh	TRPV1 agonist	ELG1 DNA repair	p53 reactivator	TCR act
COc1ccc(N2CCN(C(=O)C3CCC(Cn4c(=S)[nH]c5ccccc5c4=O)CC3)CC2)cc1 (centres undefined)	-65.4%	3.5%	-17.6%	-20.4%[7.66 µM]	-0.1%	19.4%	4.0	?	7.6%	4.3%
COCCN(C(=S)Nc1ccc(C)cc1)C(C)c1ccco1 (centres undefined)	46.9%	40.9%	-0.7%	35.1%	-0.1%	-2.1%	0.3	24.1%	6.2%	-0.2%
COc1ccc(S(=O)(=O)N2CCCCC2)cc1-n1cnnn1	15.0%	-11.7%	-1.1%	-14.7%	0.2%	-5.9%	-0.1	2.5%	-2.4%	-1.1%
CSc1ccccc1NC(=O)CN(C)C(=O)C1CC(=O)N(C(C)c2ccccc2)C1 (centres undefined)	3.3%	5.4%	0.0%	23.2%	-1.2%	·	-3.0	6.0%	4.4%	-0.2%
COc1cccc(/C=N/NC(=O)c2c(C)nc3ccc(Br)cn23)c1	-18.6%	0.6%	-3.9%	-9.9%	4.5%	7.4%	3.6	-12.7%	1.4%	-2.2%
O=C(Nc1ccccc1)N(C1=NCCCCS1)c1cccc2ccccc12	8.6%	-6.1%	-7.4%	0.0%	-0.8%	-0.6%	6.3	?	1.6%	7.0%
Cc1cc(C(=O)NC2CCCc3ccccc32)c(C)o1 (centres undefined)	11.1%	3.6%	0.1%	21.4%	-0.3%	8.2%	6.2	2.6%	-3.2%	1.7%
Nc1ccccc1C(=O)Nc1ccc(Cl)cc1Cl	93.9%	21.2%	-1.9%	0.0%	0.2%	-3.1%	-3.4	?	?	-6.1%
CCC(=O)N1CCN(CCN=CC2=C(O)CC(c3cccs3)CC2=O)CC1 (centres undefined)	-10.1%	-2.7%	-1.1%	-3.8%	-0.2%	0.1%	0.2	-12.1%	-1.4%	-3.3%
Cc1oc(-c2ccc(-c3ccccc3)cc2)nc1CN(C)C1CCOC1 (centres undefined)	?	10.8%	-3.8%	-2.9%	-0.2%	-2.9%	0.3	?	7.6%	5.2%
Cc1c(C(=O)O)oc2ccc(S(=O)(=O)NC3CCCCCCC3)cc12	-15.6%	-3.6%	-7.0%	20.8%	-0.8%	-10.0%	1.8	8.6%	-0.1%	3.3%
CCN1/C(=C2/SC(=S)NC2=O)Sc2ccccc21	13.5%	-4.4%	-2.0%	-1.5%	0.1%	0.4%	1.9	10.1%	5.2%	1.7%
COc1ccc(Cn2nnnc2C(c2cc3cc(C)ccc3[nH]c2=O)N2CCN(C)CC2)cc1 (centres undefined)	-16.3%	1.6%	-0.5%	?	0.2%	-6.6%	-2.4	-17.0%	-4.0%	-6.2%
Cc1nc2c(ccc3nc(NC(=O)C4CC4)sc32)s1	-15.5%	1.1%	-3.6%	0.0%	-0.5%	15.0%	-7.2	3.3%	?	-1.9%
CN(CCCC(=O)NCc1ccco1)S(=O)(=O)c1ccccc1	5.6%	-1.3%	-6.0%	-15.1%	0.0%	-2.4%	1.9	7.2%	1.5%	-2.0%
CCOC(=O)C1CCC2(CC1)C(C#N)=C(N)Oc1n[nH]c(C)c12 (centres undefined)	0.7%	4.5%	-3.4%	4.3%	-0.3%	9.9%	-1.3	11.0%	-0.4%	-0.5%[46.1 µM]
N#Cc1cccc(NC(=O)c2cncn2-c2ccccc2)c1	-15.5%	2.4%	5.6%	-7.9%	-0.8%	2.2%	2.8	4.1%	7.0%	4.8%
COc1cccc(CNC(=O)CCC2CCCN(C(=O)c3cc(C)on3)C2)c1 (centres undefined)	-6.8%	7.2%	-2.8%	7.7%	-0.9%	-2.6%	3.2	4.1%	-2.0%	-3.0%
CNc1ccccc1C(=O)OCC(C)=O	0.0%	-0.7%	-1.8%	-21.2%	-0.3%	6.3%	-3.3	?	4.5%	-0.3%
COc1cc(C(=O)Nc2ccc(Cl)c([N+](=O)[O-])c2)cc(OC)c1OC	-40.7%	5.2%	2.1%	-16.0%	-0.2%	1.6%	16.8	?	8.7%	2.1%
Cc1n[nH]c(=O)c2c(NC(=O)CSc3nc4ccccc4c(=O)n3CCCO)oc(C)c12	-22.1%	5.9%	-0.6%	-24.0%	-0.6%	12.8%	-0.6	?	14.2%	-10.2%
O=C(CCc1ccccc1)NNC(=O)c1ccncc1	0.2%	8.4%	-4.1%	-14.2%	-0.1%	·	·	?	0.3%	·
CC(=O)c1ccc(NC(=O)c2noc3c2CCCCC3)cc1	?	-4.8%	-1.8%	6.9%	-0.1%	-1.0%	-1.3	?	?	0.5%
Cc1cccc(Nc2nc3c(c(=O)n(C)c(=O)n3C)n2Cc2ccccc2)c1	-15.9%	12.2%	-4.5%	16.3%	-0.1%	-5.8%	-1.4	3.1%	-10.4%	3.2%
COc1ccc(C)cc1NC(=O)CN(Cc1nnc(-c2ccc(Cl)cc2)o1)C1CCCC1	-30.4%	-0.1%	2.3%	-44.9%	0.4%	7.6%	29.4	?	7.2%	3.0%
SMILES	BRCA1 expr act	A-T KAP1 phos	TSG101-PTAP inh	Integrin act MD	B2AR arrestin	MLL CXXC-DNA inh	TRPV1 agonist	ELG1 DNA repair	p53 reactivator	TCR act
CC[C@]12c3[nH]c4ccc(OC)cc4c3CCN1C(=O)C(CC(=O)NCC13CC4CC(CC(C4)C1)C3)C[C@@H]2C(=O)N1CCN(C(=O)C2CC2)CC1 (some centres undefined)	-34.5%	-13.5%	-6.7%	15.7%	-1.2%	·	·	-9.9%	-0.1%	-5.9%[46.1 µM]
C/C(N)=C(/C#N)C(=O)CSc1nc2cc(Cl)ccc2s1	19.1%	2.1%	·	-36.5%	0.0%	7.9%	22.4	?	5.5%	·
Cc1cnc(C(=O)Nc2ccc(C(=O)N(C)C3CCCCC3)cc2)cn1	·	3.0%	·	·	-0.2%	-10.3%	3.9	12.2%	0.4%	·
O=C(CCl)N1c2ccccc2SCC1c1ccccc1 (centres undefined)	-52.5%	32.3%	-5.8%	0.0%	-0.2%	39.0%[activator]	-8.1	?	-28.0%	-5.5%
Cc1cnc(C(=O)OCC(=O)N2CCN(S(=O)(=O)c3ccc(Cl)cc3)CC2)cn1	-0.5%	-7.6%	0.3%	14.7%	-3.3%	·	-0.9	-0.1%	-1.9%	-6.1%
Cc1cc(=O)n2nc(-c3ccccc3)sc2n1	92.5%	-2.2%	-3.1%	11.6%	-0.4%	-0.1%	3.5	?	6.3%	-6.0%
CC1CCCN(C(=O)C2CCCN(S(=O)(=O)c3cccc4nsnc34)C2)C1 (centres undefined)	2.6%	0.6%	-3.0%	0.0%	0.1%	3.7%	6.5	-6.0%	-0.7%	7.0%
CC(C(=O)Nc1ccc(C(=O)O)c(O)c1)N1C(=O)/C(=C\c2ccco2)SC1=S (centres undefined)	-6.3%	28.0%	-2.7%	1.5%	-0.2%	3.5%	-0.9	-5.8%	-4.7%	-5.1%
Cn1c(N)c(C(=O)COC(=O)c2ccccc2C(=O)c2ccc(Cl)c([N+](=O)[O-])c2)c(=O)n(C)c1=O	-61.3%	-12.4%	-3.7%	-57.0%[inhibitor]	-0.5%	·	·	?	-15.5%	9.8%
Cc1cnnc2c1-c1no[n+]([O-])c1CC2	-19.0%	·	·	-19.5%	·	-0.8%	2.5	·	·	·
Cc1ccc(NC(=O)CC2Oc3ccc(C)cc3NC2=O)cc1 (centres undefined)	5.7%	41.4%	-2.0%	12.7%	-1.5%	15.3%	-0.7	11.4%	4.2%	-10.8%
COc1ccc(N2CCN(C(=O)c3ccc(CNS(=O)(=O)c4ccc(C)cc4)cc3)CC2)cc1	-22.9%	-2.5%	-2.0%	-23.3%	0.4%	5.6%	-1.0	-12.9%	6.3%	-0.8%

Reformatted: entries from further up.
Under each structure: BRCA1 expr act, A-T KAP1 phos, TSG101-PTAP inh, Integrin act MD, B2AR arrestin, MLL CXXC-DNA inh, TRPV1 agonist, ELG1 DNA repair, p53 reactivator, TCR act
N#Cc1cccc(NC(=O)c2cncn2-c2ccccc2)c1
    -15.5%, 2.4%, 5.6%, -7.9%, -0.8%, 2.2%, 2.8, 4.1%, 7.0%, 4.8%
COc1cccc(CNC(=O)CCC2CCCN(C(=O)c3cc(C)on3)C2)c1 (centres undefined)
    -6.8%, 7.2%, -2.8%, 7.7%, -0.9%, -2.6%, 3.2, 4.1%, -2.0%, -3.0%
